Compound activity: PubChem, The Scripps Research Institute Molecular Screening Center
OX1R antag-1: OX1R (HCRTR1) antagonists, primary screen, fluorescence, CHO/OX1R cells, Fluo-8 calcium, orexin A; Fluo-8 calcium fluorescence; inhibition, % at 5 µM; Orexin/Hypocretin receptor type 1 (Homo sapiens), O43613; 330,000 tested, 0.43% active; AID 434989, 2010;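 active = inhibition above its plate's threshold, mean inhibition of all tested compounds on the plate plus 3 SD, cut at about 37% in these data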;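 note: 0% = orexin A challenge wells and 100% = SB-334867-A antagonist wells; not every result past the cut was called active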
Target sequence (O43613 whole entry, looked up): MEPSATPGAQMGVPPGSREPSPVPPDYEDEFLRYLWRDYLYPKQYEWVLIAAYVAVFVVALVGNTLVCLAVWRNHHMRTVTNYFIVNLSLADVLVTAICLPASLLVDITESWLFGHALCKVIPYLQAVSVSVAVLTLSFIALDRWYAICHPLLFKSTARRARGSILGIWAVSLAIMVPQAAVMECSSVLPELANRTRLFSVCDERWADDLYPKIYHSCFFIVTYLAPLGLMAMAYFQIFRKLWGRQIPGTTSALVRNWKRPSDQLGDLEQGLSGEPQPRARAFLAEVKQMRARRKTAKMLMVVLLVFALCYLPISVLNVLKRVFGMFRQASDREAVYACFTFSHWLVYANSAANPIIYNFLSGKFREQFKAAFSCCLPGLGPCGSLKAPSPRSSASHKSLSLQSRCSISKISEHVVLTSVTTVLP
OX1R antag-2: antagonists of human orexin 1 receptor (OX1R). OX1R-expressing cells, FRET antagonist read-out. 330,000 tested, 1.8% active. Orexin/Hypocretin receptor type 1 (Homo sapiens), O43613. inhibition, % at 6.6 µM. AID 485270, 2010; in the data active = inhibition mostly above about 38%, no sharp cut-off; inactive = mostly below about 40%;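 note: 0% = agonist challenge alone and 100% = reference antagonist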
Active calls of the source: *. Compounds as they come. Share with any hit: about 2%.

cpd | compound | OX1R antag-1 | OX1R antag-2
1 | O=C(Oc1cccc2ccccc12)c1ccco1 | 0.8 | 4.5
2 | CN(CCO)c1ccc(C=NNc2ccc([N+](=O)[O-])cc2S(=O)(=O)Nc2ccccc2C(=O)O)cc1 | -12.9 | 24.0
3 | O=c1oc2ccccc2c(Nc2ccc(F)cc2)c1[N+](=O)[O-] | -20.0 | 13.0
4 | CCNC(=S)N/N=C/c1ccc(F)cc1 | -13.6 | 3.5
5 | COc1c2c(nc3ccccc13)OC(C(C)(O)CO)C2 (centres undefined) | -4.8 | 5.0
6 | N#CCC(=O)N/N=C/c1cc(Br)ccc1OCc1cccc2ccccc12 | 4.4 | 9.9
7 | O=C(COC(=O)Cc1ccc(Cl)cc1)NCc1ccco1 | -2.7 | 4.2
8 | Cc1nc(NC(=O)CCc2ccccc2)sc1C | 1.1 | 28.7
9 | O=C(COC(=O)c1ccc2c(c1)C(=O)N(Cc1ccncc1)C2=O)Nc1ccccc1[N+](=O)[O-] | -16.6 | 31.5
10 | Cc1cc(NC(=O)COC(=O)C2CCN(S(=O)(=O)c3c(Cl)cccc3Cl)CC2)no1 | -25.5 | -1.8
11 | COc1cccc(-c2nnc(SCN3C(=O)c4ccccc4C3=O)n2C)c1 | -24.4 | 3.9
12 | O=C(Cn1cc(C(F)(F)F)ccc1=O)N/N=C/c1ccc(F)cc1 | -14.4 | 17.8
13 | CCN(C[C@H]1N[C@@](CC)(C(=O)OC)[C@H]2C(=O)N(C)C(=O)[C@@H]12)C(=O)Nc1ccc(Cl)cc1 | -24.5 | 3.3
14 | O=[N+]([O-])c1cc(S(=O)(=O)N2CCCCC2)ccc1NCc1cccc(Cl)c1 | -16.8 | 9.3
15 | OC(COC(c1ccc(Cl)cc1)c1ccc(Cl)cc1)CN1CCCC1 (centres undefined) | -17.1 | 7.8
16 | CN1CCN(C(=O)c2cnn(-c3ccccc3)c2NC(=O)c2ccc(Br)cc2)CC1 | -14.9 | 18.8
17 | COc1ccc(C(=O)NCCS(=O)(=O)N2CCN(C(=O)c3ccco3)CC2)cc1 | -0.2 | 9.7
18 | Cc1ccccc1NC(=O)Nc1ccccc1C(N)=O | -6.7 | -5.1
19 | CC1CCN(Cc2nc(-c3ccc(Cl)cc3)no2)CC1 | -4.8 | 3.8
20 | CCOC(=O)c1ccc(NC(=O)C2CCN(S(=O)(=O)c3c(C)nn(C)c3C)CC2)cc1 | -17.2 | 10.0
21 | COc1ccccc1Nc1nc(-c2ccccc2O)nc2ccccc12 | -7.8 | 11.9
22 | O=C(Nc1ccc(F)cc1)Oc1ccccc1N1CCOCC1 | -5.2 | 8.3
23 | O=C(O)C(C(O)c1ccc([N+](=O)[O-])cc1)[n+]1ccccc1 (centres undefined) | -9.6 | 21.8
24 | c1ccc(-c2nnc(CN3CCCc4ccccc43)o2)cc1 | -12.4 | 37.0
25 | O=C1CN2NC(=S)N(c3ccc(Cl)cc3)C2=CN1c1ccc(Cl)cc1 | -16.1 | 8.1

Next section (2 carried over from the part before).
cpd | compound | OX1R antag-1 | OX1R antag-2
24 | c1ccc(-c2nnc(CN3CCCc4ccccc43)o2)cc1 | -12.4 | 37.0
25 | O=C1CN2NC(=S)N(c3ccc(Cl)cc3)C2=CN1c1ccc(Cl)cc1 | -16.1 | 8.1
26 | CC1(c2nnc(-c3ccccc3)o2)CC(c2ccc(Cl)cc2)=NO1 (centres undefined) | -11.3 | 17.1
27 | CN1C(=O)/C(=C2\SC(=S)N(C(CCC(=O)O)C(=O)O)C2=O)c2ccccc21 (centres undefined) | -14.6 | 141.8*
28 | CCc1ccccc1N=C1S/C(=C/c2ccccc2OCC(=O)N2CCOCC2)C(=O)N1C | -57.3 | 3.3
29 | CC(C)Cc1nc(Nc2ccccc2C#N)c2nnn(Cc3ccccc3)c2n1 | -9.8 | 12.3
30 | COC(=O)c1cn(NC(=O)C2COc3ccccc3O2)c(=O)c2ccccc12 (centres undefined) | -30.7 | 25.3
31 | N=c1c2c(n(Cc3ccc(Cl)cc3)c3c1CCC3)CCC2 | -11.5 | 5.3
32 | Cc1ccc(-c2cn(-c3ccccc3)c(=S)[nH]2)cc1C | -36.7 | 0.9
33 | CCOc1ccc(OCCC(=O)NNC(=O)c2ccccc2Cl)cc1 | -17.6 | 14.6
34 | COc1ccc(-c2oc3cccnc3c2C#CC2(O)CCCCC2)cc1 | -31.3 | 22.2
35 | COc1cc2nc(-c3cccs3)oc(=O)c2cc1OC | 2.6 | 9.1
36 | O=C(NC(=O)c1cnccc1C(F)(F)F)Nc1ccccc1 | 3.9 | 7.9
37 | Cc1cccc(C(=O)NNC(=O)CCCCC(=O)NNC(=O)c2cccc(C)c2)c1 | -19.5 | -0.5
38 | Cc1sc(-c2ccncc2)nc1OC(=O)c1ccccc1 | -21.4 | 46.6
39 | CCCCCC(=O)Nc1cccc(C2=NOC3(C2)C[C@@H](C(N)=O)N(C(=O)C2(C)CC2)C3)c1 (some centres undefined) | -4.8 | 22.7
40 | Cc1cc(NC(=O)Nc2ccccc2)n(-c2ccccc2)n1 | -21.1 | 4.5
41 | CCc1cccc2sc(NC(=O)c3ccc(N4C(=O)CCC4=O)cc3)nc12 | -14.1 | -0.8
42 | Cc1cc(=O)oc(C)c1C(=O)NCCN(C)Cc1ccccc1 | -15.0 | 98.2*
43 | CCOc1cc(S(=O)(=O)NCc2ccco2)c(OCC)cc1-n1cnnn1 | -17.2 | 30.9
44 | Cc1cc(C)cc(OCC(=O)OCC(=O)Nc2ccc(Cl)cn2)c1 | -12.1 | 6.2
45 | CCCOc1ccc(/C=N/NC(=O)c2ccc(Cn3cc([N+](=O)[O-])cn3)o2)cc1 | -32.8 | 10.4
46 | COc1cccc(NC(=O)CN(C)C(=O)c2cc3c(s2)CCC3)c1 | -26.0 | 13.7
47 | CC1Cc2ccccc2N1c1ncnc2c1nnn2Cc1ccccc1 (centres undefined) | -11.8 | 11.5
48 | COCCn1c(=S)[nH]c2cc(C(=O)N3CCC(C(N)=O)(N4CCCCC4)CC3)ccc2c1=O | -7.9 | 11.7
49 | CCOc1ccc(C2CC(=O)c3c([nH]c(C(=O)OC)c3C)C2)cc1OC (centres undefined) | -22.3 | 7.6
50 | O=C(O)c1cccc2[nH]c(C(F)(F)F)nc12 | 2.8 | 2.4

Further results follow.
cpd | compound | OX1R antag-1 | OX1R antag-2
51 | CC(C)(C)C1CCC(=O)N(CCSc2ccccc2)CC1 (centres undefined) | -8.6 | 4.5
52 | COc1ccc(CC(=O)NC(=S)Nc2ccc(S(=O)(=O)NC(C)(C)C)cc2)cc1 | 23.0 | 4.5
53 | COc1ccc(NC(=O)c2cccc(C#N)c2)cc1NS(=O)(=O)c1ccc(F)cc1 | -20.6 | 10.5
54 | Cc1sc2nc(CSC(C)C(=O)Nc3cc(S(C)(=O)=O)ccc3Cl)[nH]c(=O)c2c1C (centres undefined) | -24.1 | 8.0
55 | Cc1cc(F)ccc1NC(=O)CCCN(C)S(=O)(=O)c1ccc(F)cc1 | -22.2 | 18.1
56 | Cc1ccsc1C1C2=C(CC(C)(C)CC2=O)Nc2ncnn21 (centres undefined) | -33.4 | 8.6
57 | COc1cc(OC)c(N(C)S(=O)(=O)c2cccc(C(=O)OCC(=O)NCc3ccco3)c2)cc1Cl | -6.4 | 35.5
58 | Cc1cc2c(C)nc(N/N=C/c3ccc(F)cc3)nc2o1 | -11.6 | 22.1
59 | CCOc1cc(N2CCOCC2)c(OCC)cc1NC(=O)c1ccc(C)s1 | -2.9 | 13.3
60 | CC(C)C(=O)Nc1ccc2c(c1)nc(CCN1CCCCC1)n2C | -18.3 | 0.5
61 | O=C(Cc1ccc(Cl)cc1)N1CCC2(CC1)NCCc1[nH]cnc12 | -2.8 | -1.0
62 | CCCCOc1cccc(NC(=O)CSc2nccn2C)c1 | -16.2 | 24.4
63 | Cc1c(C(=O)Nc2ccc(Nc3ccccc3)cc2)cccc1[N+](=O)[O-] | 2.0 | -0.7
64 | CCOC(=O)c1sc2nc3c(SCCC#N)cc(C(=O)c4cc(F)ccc4O)cn3c(=O)c2c1C | -12.6 | 32.5
65 | Cc1ccc(C)c(S(=O)(=O)Nc2ccc(C(=O)NCCCN3CCCC3=O)cc2)c1 | -3.5 | 5.2
66 | CCc1nc(CNC(=O)c2cc(OC)c(OC)c(OC)c2)no1 | -6.8 | 4.8
67 | CN(C)c1nc(-c2ccccc2)ns1 | -2.4 | 3.6
68 | CC(=O)Nc1ccc(C(=O)NNS(=O)(=O)c2ccc(C)cc2)cc1 | -12.0 | 7.6
69 | CC(OC(=O)c1cccs1)C(=O)NCC1CCCO1 (centres undefined) | -16.9 | 8.7
70 | CCCCC(=O)Nc1cc(OCC)c(NC(=O)c2ccccc2[N+](=O)[O-])cc1OCC | -10.9 | 8.4
71 | CCc1cc2ccc(C)cc2nc1SCC(=O)c1ccc(NC(C)=O)cc1 | -10.6 | 36.8
72 | CCN1C(=O)/C(=C\N(C)C)S/C1=N\S(=O)(=O)c1ccccc1 | -4.6 | 8.5
73 | CCOc1ccc(S(=O)(=O)N2CCCCC2)cc1NC(=O)C1CCC1 | -15.9 | 11.7
74 | COc1cc(/C=C2\C(=N)N3N=C(C)SC3=NC2=O)cc(Cl)c1OCCOc1ccc(NC(C)=O)cc1 | -25.9 | -1.2
75 | O=C(Cn1nc(Cc2cccnc2)c2ccccc2c1=O)Nc1cccnc1Cl | -1.2 | 11.1

(cont.)
cpd | compound | OX1R antag-1 | OX1R antag-2
76 | O=C(c1cc(-c2ccccc2Cl)nc2ccccc12)N1CCN(c2ccccn2)CC1 | -17.4 | -1.5
77 | CCOC(=O)CSc1nc2c(c(=O)n1-c1ccc(OCC)cc1)SCC2 | -7.3 | -1.4
78 | CC(C)(C)CN1CCNC(=O)C1CC(=O)NCCc1cnn(-c2ccccc2)c1 (centres undefined) | -27.5 | 25.1
79 | CCN1CCN(c2nc(Nc3cccc(F)c3)nc(N)c2[N+](=O)[O-])CC1 | -27.8 | 2.3
80 | Cc1cc(NC(=O)CSc2c(C)[nH]c3ccccc23)no1 | -13.1 | 1.0
81 | Cc1c(C(=O)NCCc2ccc(Cl)cc2)sc2nc3n(c(=O)c12)CCC3 | -12.0 | 7.9
82 | COC(=O)c1ccccc1OC(=O)c1ccc(Br)o1 | -6.6 | 6.4
83 | CC(=O)Nc1ccc(C2(c3ccc(NC(C)=O)cc3)C(=O)Nc3ccccc32)cc1 | -3.8 | 11.0
84 | COc1ccc(NC(=O)CO/N=C2\CCCc3nonc32)cc1 | -2.4 | 26.1
85 | CCOC(=O)c1ccc(NC(=O)CN(C)S(=O)(=O)c2ccc(Br)s2)cc1 | -14.7 | 12.9
86 | O=C(/C=C/c1cn(CC(O)CN2CCOCC2)c2ccccc12)c1cccs1 (centres undefined) | -29.0 | 13.3
87 | Cc1ccccc1CCNC(=O)c1cc(C2CC2)nc2c1cnn2C(C)C | -20.3 | 19.9
88 | COc1ccccc1CNC(=O)COc1ccccc1C(=O)c1cnn(-c2ccccc2)c1 | 33.1 | 8.7
89 | CC(C)[C@H](NC(=O)N1CCn2c1nc1ccccc12)C(=O)NC1CCCCC1 | -34.2 | 3.5
90 | COC(=O)c1ccccc1S(=O)(=O)N1CCC(C(=O)Nc2ccc(N3CCOCC3)cc2)CC1 | -6.7 | 3.0
91 | C=CCNC(=O)c1ccc(Sc2ccc(C)cc2)c([N+](=O)[O-])c1 | -23.4 | 32.4
92 | Cn1c(Cc2ccccc2)nnc1SCc1cc(=O)n2ccsc2n1 | -9.0 | 30.9
93 | O=C(O)c1nc(NCc2ccccc2)ncc1Cl | -12.1 | -9.7
94 | C=CCNC(=O)N[C@@H](CCSC)C(=O)OC | -13.6 | 5.6
95 | COc1ccc(NC(=O)CSc2nc3nc(C)cc(C)c3c(=O)[nH]2)cc1OC | -29.2 | 11.3
96 | O=C1CCC(=O)N1c1ccc(-c2nc3ccccc3s2)cc1 | -8.8 | 22.1
97 | CCCc1cc(=O)[nH]c(SCC(=O)Nc2nc3ccc(OCC)cc3s2)n1 | -9.8 | 14.8
98 | O=C(Cc1cccc2ccccc12)NCCc1ccccc1 | -28.5 | -0.8
99 | O=C(Cn1cnc2c(cnn2-c2ccc(F)cc2)c1=O)NCC1CCCO1 (centres undefined) | -18.0 | 18.1
100 | O=C(CCCc1ccccc1)N1CCc2ccccc21 | -35.7 | 10.9

Additional records:
cpd | compound | OX1R antag-1 | OX1R antag-2
101 | COC(=O)c1c(NC(=O)c2cnccn2)sc2c1CCC2 | -8.0 | 25.8
102 | C=CCOc1cccc(CNc2cccc(C(=O)O)c2)c1 | -0.7 | 10.9
103 | CCn1nnc(NC(=O)C(C)Oc2ccc(Cl)cc2Cl)n1 (centres undefined) | -16.9 | 10.1
104 | COc1ccc(C(=O)Nc2ccc(NC(=O)c3ccco3)cc2)cc1 | -10.2 | 28.0
105 | O=C(CSc1ccc(F)cc1)Nc1ccc(N2CCOCC2)c(Cl)c1 | -7.9 | 3.7
106 | COCCN(C)C(=O)CCc1nnc(Cc2ccc(-c3ccccc3)cc2)o1 | -15.4 | 8.3
107 | Cc1cc(C)c2c3c(sc2n1)C(=O)N(c1ccccc1)CC(=O)N3 | -25.9 | 11.6
108 | CN1C(=S)NC(C)(C)CC1(C)c1ccc(O)cc1O (centres undefined) | -7.4 | -5.1
109 | Cc1ccc(C(=O)Nc2c3c(nn2-c2ccccc2)CS(=O)(=O)C3)cc1C | -17.5 | 21.4
110 | Clc1ccc(-c2nnc(CCc3ccccc3)o2)c(Cl)c1 | -15.4 | 4.5
111 | CNC(=O)c1ccsc1NC(=O)CCS(=O)(=O)c1ccc(Cl)cc1 | -15.6 | 4.3
112 | O=C(NCc1ccccc1Cl)C1CCN(S(=O)(=O)c2ccc(F)cc2)CC1 | -20.9 | 13.9

Profiles from above.
`O=C(CSc1ccc(F)cc1)Nc1ccc(N2CCOCC2)c(Cl)c1` in the list: OX1R antag-1 = -7.9; OX1R antag-2 = 3.7
`O=C(NCc1ccccc1Cl)C1CCN(S(=O)(=O)c2ccc(F)cc2)CC1` in the list: OX1R antag-1 = -20.9; OX1R antag-2 = 13.9
